High-throughput results (PubChem)
miR122 inh: inhibitors of miR-122 in Huh7 cells | Huh7 miR-122 Renilla luciferase sensor, 48 h; neutral wells = 0, positive control = 100 | activation (reporter increase), % at 12.5 µM | 0.3% of 340,000 active | AID 602342;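 active = mean replicate activation score at least 90 and every replicate individually at or above 90; inconclusive = only one of the two criteria met; inactive = neither criterion met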;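 note: higher luciferase means less miR-122 activity so hits act as miR-122 inhibitors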
DENV2 CPE: DENV2-induced cell death inhibition. CPE inhibition, % at 9.99 µM. DENV2-infected cells, cytopathic effect rescue, plate reader. 1.7% of 350,000 active. AID 651640; in the data active = CPE inhibition above about 20%, passing the limit was not always enough; inconclusive = no clear call, values can overlap the other calls; tested in BHK-21 cells;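 note: 0% = median of neutral control wells and 100% = median of positive control wells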
ERp5 block: inhibitors of human ERp5. Q15084. ERp5 insulin aggregation, absorbance 650 nm, 90 min. inhibition, % at 9.99 µM. 0.05% of 350,000 active. AID 651711;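 active = mean replicate inhibition above about 25%, with every replicate also reaching it, limit read from the data, passing the limit was not always enough; inconclusive = only one of those two criteria met; inactive = neither criterion met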
ERAP1 inh: ERAP1 (human) enzyme inhibition. recombinant ERAP1, Leu-AMC fluorescence, 60 min. Q9NZ08. 0.15% of 340,000 active. inhibition, % at 10.7 µM;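 active = mean replicate inhibition of at least 30%, or all replicates individually reaching that 30% level; inactive = mean below 30% and not every replicate reaching it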;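 note: 0% = neutral control wells and 100% = L-leucinethiol positive control wells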
Target sequence (Q9NZ08 whole entry, looked up): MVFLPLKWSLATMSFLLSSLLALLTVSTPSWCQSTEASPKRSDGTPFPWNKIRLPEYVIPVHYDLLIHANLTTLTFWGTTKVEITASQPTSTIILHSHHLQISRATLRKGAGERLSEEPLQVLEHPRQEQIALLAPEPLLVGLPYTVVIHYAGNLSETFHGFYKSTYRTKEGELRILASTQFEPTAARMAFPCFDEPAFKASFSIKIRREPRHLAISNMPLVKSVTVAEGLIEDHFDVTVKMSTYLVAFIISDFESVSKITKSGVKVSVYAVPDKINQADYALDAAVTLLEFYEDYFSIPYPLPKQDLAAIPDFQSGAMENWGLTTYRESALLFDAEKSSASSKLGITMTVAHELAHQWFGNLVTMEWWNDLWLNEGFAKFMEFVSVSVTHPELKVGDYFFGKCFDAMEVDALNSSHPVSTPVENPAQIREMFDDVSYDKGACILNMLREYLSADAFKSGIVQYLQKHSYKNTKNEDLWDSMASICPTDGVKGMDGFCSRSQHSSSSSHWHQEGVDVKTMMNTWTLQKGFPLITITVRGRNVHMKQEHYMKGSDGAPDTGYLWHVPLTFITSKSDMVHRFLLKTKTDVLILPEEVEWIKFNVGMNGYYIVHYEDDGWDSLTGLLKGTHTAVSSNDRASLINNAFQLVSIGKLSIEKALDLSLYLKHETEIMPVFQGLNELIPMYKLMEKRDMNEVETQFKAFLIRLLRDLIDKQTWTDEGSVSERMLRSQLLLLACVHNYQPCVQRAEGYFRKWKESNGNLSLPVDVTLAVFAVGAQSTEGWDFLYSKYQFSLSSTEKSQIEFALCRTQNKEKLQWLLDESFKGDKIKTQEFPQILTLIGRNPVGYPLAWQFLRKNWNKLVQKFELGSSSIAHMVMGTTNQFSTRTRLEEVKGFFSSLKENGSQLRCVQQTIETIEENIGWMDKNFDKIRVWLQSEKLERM
SIRT5 inh: sirtuin-5 (human) deacylase inhibition. Purified SirT5, succinyl-peptide AMC, trypsin-coupled fluorescence. inhibition, % at 15 µM. 1.1% of 330,000 active; in the data active = inhibition above about 15%; inconclusive = no clear call, values can overlap the other calls
F508del corr: correctors of CFTR F508del function in bronchial epithelial cells. CFBE cells, YFP halide quenching; stimulated with forskolin plus potentiator P3; % fluorescence drop versus neutral controls. activity (quench increase), % at 7.58 µM. 0.36% of 350,000 active. AID 720511;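 active = mean added fluorescence quench of at least 8% versus neutral control, with both replicates also reaching 8%; inconclusive = only one of the mean or replicate conditions met; inactive = mean below 8% and not both replicates reaching 8%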;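 note: cells transiently co-express mutant CFTR-F508del with the halide-sensitive YFP; corrector assay measuring rescue of mutant channel to the surface after 24 h compound exposure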
Casp6 inh: inhibitors of human caspase-6; P55212; purified caspase-6, Z-VEID-R110 cleavage fluorescence; inhibition, % at 12.5 µM; 0.53% of 350,000 active; AID 686996;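 active = mean inhibition across replicates at least about 35%, with every replicate also reaching that limit, limit read from the data; inconclusive = only one of the two criteria met; inactive = neither criterion met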;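 note: 0% = median of neutral control wells and 100% = no fluorescence left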
The depositor's hits bear a star; ? = inconclusive; nt = not tested or not shown; [ ] = another dose, or the depositor's remark.

No.	compound	miR122 inh	Casp6 inh	ERp5 block	ERAP1 inh	F508del corr	SIRT5 inh	DENV2 CPE
1	CC(CCc1ccccc1)NC(=O)COC(=O)c1cccc(N(C)C)c1 (configuration not stated)	-5	0	1	3	1.7	-2	-1
2	c1ccc(OCCCn2nnc(-c3cccnc3)n2)cc1	-4	-4	4	0	-1.2	-3	6
3	O=C(Nc1ccc2c(c1)OCO2)C1Cc2c(-c3ccccc3Oc3ccccc3)ccnc2O1 (configuration not stated)	-9	0	2	4	0.3	-7	-6
4	O=C(CCCOc1ccccc1)Nc1nc2ccccc2[nH]1	nt	1	-4	0	-1.1	-5	2
5	CN(C)C(=O)c1ccc(-c2ccccc2[C@H]2[C@@H](C#N)N(C(=O)C3CCCC3)[C@H]2CO)cc1	nt	0	-2	-2	2.2	1	?
6	C[C@H]1CCCCO[C@H](CN(C)S(=O)(=O)c2ccccc2)[C@@H](C)CN([C@@H](C)CO)C(=O)c2cc(NC(=O)Nc3cccc4ccccc34)ccc2O1	8[16.7 µM]	1	-1	-4	2.8	-2	-12
7	O=C(COC(=O)c1cc(-c2cccs2)nn1-c1ccccc1)Nc1ccc(Cl)c([N+](=O)[O-])c1	-4	-3	3	-3	nt	1	-3
8	COc1ccc(N=Cc2[nH]c3ccccc3c2O)cc1	nt	6	-4	4	-1.9	0	-1
9	CCOC(=O)c1nnsc1Nc1ccc(C)c(C)c1	nt	-1	1	-1	0.4	2	0
10	Clc1ccc(C2=Nc3cc(Cl)ccc3OC2)cc1	nt	0	-1	3	-2.5	-4	-2
11	CN(C)C(=O)c1ccc(-c2ccc([C@H]3[C@H](C#N)N(S(C)(=O)=O)[C@H]3CO)cc2)cc1	nt	1	-3	-2	0.6	2	0
12	COc1c2ccoc2nc2c(OC)cccc12	-11	1	2	-1	3.6	-19	-2
13	C[C@H]1CN([C@@H](C)CO)S(=O)(=O)c2ccc(C#Cc3ccccn3)cc2O[C@@H]1CN(C)Cc1cccc(F)c1	25[16.7 µM]	3	2	2	1.2	-1	16
14	C[C@@H]1CN([C@@H](C)CO)C(=O)c2cc(NS(=O)(=O)c3cn(C)cn3)ccc2O[C@H]1CN(C)S(=O)(=O)c1ccc(F)cc1	-3[16.7 µM]	0	0	0	-0.9	-2	-3
15	CNC(=O)c1nnsc1S(=O)c1ccc(Cl)cc1 (configuration not stated)	nt	-1	-3	14	nt	-1	6
16	CC(NC(=O)COc1cccnc1[N+](=O)[O-])c1ccc(Cl)cc1Cl (configuration not stated)	-12	-1	3	1	1.6	-12	-2
17	CC1=CC(C)[C@H](/C=N/n2c(=O)[nH]c3c([nH]c4ccc(C)cc43)c2=O)C(C)C1 (some centres not stated)	-9	2	2	1	-0.6	13	12
18	CCOC(=O)c1c(NC(=O)COC(=O)/C=C/c2ccco2)sc2c1CC(C)(C)NC2(C)C	nt	-3	3	-1	-0.7	8	3
19	COc1ccc(NC(=O)CN(C)C(=O)c2cccc(S(=O)(=O)N3CC4(C)CC3CC(C)(C)C4)c2)cc1 (configuration not stated)	10	7	13	2	-1.6	-4	12
20	COc1ccc(NC(=O)COc2ccccc2C(N)=O)cc1S(=O)(=O)N1CCCCC1	3	-1	-5	-2	2.3	-6	-13
21	CCC(=O)c1ccc(OC)c(OC)c1O	7	-3	7	1	4.4	-3	-5
22	O=C(c1cccc(F)c1)N1CCCCN2[C@H](CO)[C@H](c3ccc(-c4ccccc4)cc3)[C@H]2C1	-6[16.7 µM]	0	10	1	-0.2	-2	41*
23	O=C(NCc1ccc(Cl)cc1)c1cc(=O)[nH]c2ccc(S(=O)(=O)N3CCOCC3)cc12	5	10	-1	-1	-1.5	-2	-6
24	C[C@H](CO)N1C[C@H](C)[C@@H](CN(C)C)Oc2ncc(-c3ccc(C(=O)N(C)C)cc3)cc2C1=O	5[16.7 µM]	4	0	2	-3.5	-11	-3

Some of the entries so far, with two lines to a compound:
Value order: miR122 inh | Casp6 inh | ERp5 block | ERAP1 inh | F508del corr | SIRT5 inh | DENV2 CPE
11) CN(C)C(=O)c1ccc(-c2ccc([C@H]3[C@H](C#N)N(S(C)(=O)=O)[C@H]3CO)cc2)cc1
→ nt | 1 | -3 | -2 | 0.6 | 2 | 0
12) COc1c2ccoc2nc2c(OC)cccc12
→ -11 | 1 | 2 | -1 | 3.6 | -19 | -2
13) C[C@H]1CN([C@@H](C)CO)S(=O)(=O)c2ccc(C#Cc3ccccn3)cc2O[C@@H]1CN(C)Cc1cccc(F)c1
→ 25[16.7 µM] | 3 | 2 | 2 | 1.2 | -1 | 16
14) C[C@@H]1CN([C@@H](C)CO)C(=O)c2cc(NS(=O)(=O)c3cn(C)cn3)ccc2O[C@H]1CN(C)S(=O)(=O)c1ccc(F)cc1
→ -3[16.7 µM] | 0 | 0 | 0 | -0.9 | -2 | -3
15) CNC(=O)c1nnsc1S(=O)c1ccc(Cl)cc1 (configuration not stated)
→ nt | -1 | -3 | 14 | nt | -1 | 6
16) CC(NC(=O)COc1cccnc1[N+](=O)[O-])c1ccc(Cl)cc1Cl (configuration not stated)
→ -12 | -1 | 3 | 1 | 1.6 | -12 | -2
17) CC1=CC(C)[C@H](/C=N/n2c(=O)[nH]c3c([nH]c4ccc(C)cc43)c2=O)C(C)C1 (some centres not stated)
→ -9 | 2 | 2 | 1 | -0.6 | 13 | 12
18) CCOC(=O)c1c(NC(=O)COC(=O)/C=C/c2ccco2)sc2c1CC(C)(C)NC2(C)C
→ nt | -3 | 3 | -1 | -0.7 | 8 | 3
19) COc1ccc(NC(=O)CN(C)C(=O)c2cccc(S(=O)(=O)N3CC4(C)CC3CC(C)(C)C4)c2)cc1 (configuration not stated)
→ 10 | 7 | 13 | 2 | -1.6 | -4 | 12
20) COc1ccc(NC(=O)COc2ccccc2C(N)=O)cc1S(=O)(=O)N1CCCCC1
→ 3 | -1 | -5 | -2 | 2.3 | -6 | -13
21) CCC(=O)c1ccc(OC)c(OC)c1O
→ 7 | -3 | 7 | 1 | 4.4 | -3 | -5

Later entries:
No.	compound	miR122 inh	Casp6 inh	ERp5 block	ERAP1 inh	F508del corr	SIRT5 inh	DENV2 CPE
25	CS(=O)(=O)N1CC(=O)N2[C@@H](CO)[C@@H](c3ccc(C#CCC4CCCC4)cc3)[C@@H]2C1	nt	-2	-1	2	1.9	1	-7
26	CCC[C@H]1CN(c2ccc(Br)cc2)C(=O)[C@@H]1CC(=O)Nc1ccc(OC)cc1	0	-4	2	2	1.1	-3	-3
27	CCc1nc(SCC(=O)NC2CCCC2)c2oc3ccccc3c2n1	10	0	6	4	-1.7	-1	-3
28	COc1ccc(S(=O)(=O)Nc2ccc3c(c2)C(=O)N([C@H](C)CO)C[C@H](C)[C@H](CN(C)C(=O)Nc2cccc4ccccc24)OCCCC[C@@H](C)O3)cc1	3[16.7 µM]	nt	nt	nt	-1.3	nt	?
29	COc1cccc(-c2cnc3c(c2)C(=O)N([C@H](C)CO)C[C@H](C)[C@H](CN(C)CC2CCOCC2)O3)c1	1[16.7 µM]	-3	-3	2	0.4	3	0
30	COCC(=O)N(C)C[C@@H]1Oc2cc(C#CC(C)C)ccc2S(=O)(=O)N([C@H](C)CO)C[C@@H]1C	1[16.7 µM]	2	3	-2	1.7	4	-2
31	O=C(NCc1ccc(F)cc1)N1[C@H]2CC[C@@H]1C=C(c1ccc(F)cc1OCc1ccccc1)C2	7	0	1	7	2.1	-1	-9
32	CCN(CC)c1ccc2cc(C#N)c(=O)oc2c1	-1	-2	4	11	2.5	7	-7
33	Cc1nc(SCc2c(F)cccc2Cl)c2c(=O)n(C)c(=O)n(C)c2n1	-3	-1	2	3	-5.1	14	0
34	Cc1cc(C(=O)N2CCCC2(C)C(=O)NCC(C)C)nn1C(C)(C)C (configuration not stated)	-2	-2	5	17	-2.1	2	-7
35	O=C(Nc1cc(F)ccc1F)N[C@H]1CC[C@H](CC(=O)N2CCc3ccccc3C2)O[C@H]1CO	nt	-1	-1	4	-1.2	3	0
36	Cc1ccc(F)c(S(=O)(=O)NC(=O)C2(C)CCN2C(=O)CC2CCCCC2)c1 (configuration not stated)	10	2	-3	0	-1.7	-4	14
37	O=C(CNC(=O)c1cccs1)OCc1ccc(Cl)cc1	-3	0	5	-1	2.0	0	12
38	CCOC(=O)C1CCN(CCC(=O)Nc2ccc(C)cc2)CC1	-4	4	-7	-3	0.8	-1	-9
39	COc1ccc(NC(=O)CSc2ccc([N+](=O)[O-])cc2)cc1S(=O)(=O)N1CCOCC1	nt	5	1	1	-1.6	-6	6
40	C/C=C/c1cnc2c(c1)C(=O)N([C@H](C)CO)C[C@H](C)[C@@H](CN(C)Cc1cncnc1)O2	nt	0	-1	0	-2.2	-2	5
41	COc1cccc(NC(=O)c2ccc(N3C(=O)C4CC=CCC4C3=O)cc2)c1 (configuration not stated)	-6	-4	-1	nt	-5.1	-33	11
42	CC(C)N(C(=O)[C@H]1CC(CC(=O)NCCCN(C)C)C(=O)N2CCc3c([nH]c4ccccc34)[C@]12C)C(C)C (some centres not stated)	1	-44	0	-1	0.0	-4	-7
43	Cc1ccc(OCC(=O)NNC(=S)NC(=O)C(C)(C)C)c(Br)c1	-16	0	2	-1	4.6	-5	-4
44	CC(C)(CNC(=S)NCCc1ccccc1)CNC(=S)NCCc1ccccc1	280*	0	-1	1	-0.2	2	-2
45	COc1ccccc1CCNC(=O)c1ccc(Br)s1	nt	0	-1	2	3.0	2	3
46	CCN(CC)C(=O)Cn1nc(-c2ccccc2O)nc1SCC(=O)Nc1ccc(OC)cc1	11	1	-3	-2	2.3	2	-1
47	COc1cc(OC)cc(-c2nnc(NC(=O)CCS(=O)(=O)c3ccccc3)o2)c1	nt	1	1	-6	-1.5	2	-9
48	Cc1ccc(Cn2nc(C)cc2C(=O)Nc2ccc(Cl)cc2)cc1	9	8	1	-5	-2.8	-2	-3
49	CO[C@H]1CN(C)C(=O)c2cc(NC(=O)C3CCC3)ccc2OC[C@H](C)N(Cc2cccnc2)C[C@@H]1C	nt	1	1	2	0.5	-2	6
50	CCC(=O)Nc1sc(Cc2ccccc2)c(C)c1C(N)=O	nt	-2	9	3	-1.0	0	-4
51	CCCc1cn(CC[C@@H]2CC[C@@H](NC(=O)C3CCOCC3)[C@@H](CO)O2)nn1	nt	0	-2	4	-0.6	-1	-1
52	Clc1ccc(CSc2nnc(-c3ccncc3)s2)cc1	3	-4	1	-2	-0.7	5	-2
53	CC(Sc1nc(N)c(NC(=O)c2ccc(Br)o2)c(=O)[nH]1)C(=O)O (configuration not stated)	-5	6	2	1	0.0	-6	2
54	O=C(C[C@H]1CC[C@H](NC(=O)c2cccc(F)c2)[C@H](CO)O1)NCc1ccc(Oc2ccccc2)cc1	nt	4	-1	0	-5.7	-1	-8
55	O=C1N=c2ccccc2=C1c1sc(=S)n(Cc2ccccc2Cl)c1O	1	-2	3	7	-0.4	-2	-5
56	C/C(Cn1ncc(N2CCOCC2)c(Cl)c1=O)=N\O	-1	-1	1	-6	0.0	2	29*
57	O=C(COC(=O)CC1CC2CCC1C2)Nc1ccc(Cl)c(S(=O)(=O)N2CCOCC2)c1 (configuration not stated)	-9	1	-20	5	-1.2	1	nt
58	C[C@H](CO)N1C[C@H](C)[C@H](CN(C)S(=O)(=O)c2ccc(F)cc2)OCCCC[C@H](C)Oc2ccc(NC(=O)c3ccncc3)cc2C1=O	-3[16.7 µM]	-1	9	1	0.6	-2	-3
59	C#CCOC(=O)Nc1cc(C)n(-c2ccccc2)n1	nt	0	0	0	-1.6	-2	6
60	CN1C(=O)c2cc(NC(=O)C3CCCC3)ccc2OC[C@@H]2O[C@H](CC(=O)NCC(F)(F)F)CC[C@H]21	2[16.7 µM]	4	-3	-2	0.7	-1	-8
61	Cc1ccc(NC(=S)N2CCN(C)CC2)c(C)c1	nt	-5	-6	2	nt	-9	0
62	C[C@@H]1CN([C@@H](C)CO)S(=O)(=O)c2ccc(C#CC3(O)CCCC3)cc2O[C@H]1CN(C)C(=O)Nc1ccc(F)cc1	3[16.7 µM]	-3	-2	1	-1.3	2	3
63	Cc1ccccc1NS(=O)(=O)c1ccc(C(=O)N2CCCCCC2)cc1	16	1	7	0	-1.2	0	0
64	CN1CCC[C@@H]1CCNC(=O)c1c(-c2ccc3c(c2)OCO3)noc1-c1ccsc1	1	-80	-3	-3	-3.1	1	-4
